Screening data as filed in PubChem BioAssay.
APEX1 inh: qHTS Assay for Inhibitors of the Human Apurinic/apyrimidinic Endonuclease 1 (APE1); DNA repair nuclease/redox regulator APEX1 (Homo sapiens), P27695; recombinant APE1, TAMRA/BHQ-2 abasic DNA cleavage fluorescence; Potency, µM (series often up to 65.8 µM), inactives show at the top dose activity change, negative = inhibition, most hits filed as inhibitors; hit rate 0.35% among 350,000; AID 2517, 2012;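 also: potency is read from the fitted curve at half-maximal effect; plate controls were vehicle for no effect and reference inhibitor for full effect; nearly all actives have a fitted effect of over 55% in size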
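Readout is kinetic fluorescence (ex 525, em 598 nm) from cleavage of 50 nM TAMRA/BHQ-2 THF abasic duplex by 0.75 nM APE1, compound added 15 min beforehand at RT.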
Apoferritin bind: qHTS Assay for Identification of Novel General Anesthetics; Ferritin light chain (Equus caballus), P02791; apoferritin/1-aminoanthracene competitive binding, fluorescence; Potency, µM (top dose mostly 77.5 µM), for the others: top-dose activity change, negative = displacement, usual class: inhibitors; hit rate 0.074% among 350,000; also: potency is read from the fitted curve at half-maximal effect; % is scaled to controls: 0 for no effect and ±100 for the full control effect; nearly all actives have a fitted effect of over 20% in size
Target sequence (P02791 2-175 limits assumed): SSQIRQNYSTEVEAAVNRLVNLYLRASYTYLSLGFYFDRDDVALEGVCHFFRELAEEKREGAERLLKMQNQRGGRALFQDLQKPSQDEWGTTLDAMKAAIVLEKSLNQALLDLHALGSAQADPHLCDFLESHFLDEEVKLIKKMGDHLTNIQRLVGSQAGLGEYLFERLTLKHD
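Horse-spleen apoferritin (10 uM) in 50% saturated 1-aminoanthracene in PBS was incubated 10 min at room temperature with compound. Fluorescence (ex 380, em 535 nm) was normalized to free and bound 1-AMA, with concentration-response fitted by a four-parameter Hill equation.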
Pol kappa inh: qHTS for Inhibitors of Polymerase Kappa. DNA polymerase kappa (Homo sapiens), Q9UBT6. purified Pol kappa, fluorescent DNA synthesis assay, 10 min. Potency, µM (series often up to 107 µM), for inactives: at the highest dose activity, negative = inhibition, most hits filed as inhibitors. hit rate 0.53% among 400,000. AID 588579, 2011; also: potency is read from the fitted curve at half-maximal effect; % is scaled to controls: 0 for no effect and ±100 for the full control effect
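Inhibition of 10 nM Pol kappa is measured by a fluorescent read-out at 0 and 10 min following addition of 50 nM substrate (final), with a 15-min room-temperature compound preincubation.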
12-LOX inh: Primary qHTS assay for inhibitors of human arachidonate 12S-lipoxygenase (ALOX12): Round 2 | Polyunsaturated fatty acid lipoxygenase ALOX12 (Homo sapiens), P18054 | purified 12hLO, xylenol orange hydroperoxide absorbance | Potency, µM (highest dose often 108 µM), for the others: at the highest dose activity change, negative = inhibition, usual class: inhibitors | hit rate 1.1% among 580,000; also: potency is read from the fitted curve at half-maximal effect; % is scaled to controls: 0 for no effect and ±100 for the full control effect
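Purified human 12hLO at 150 nM in 25 mM Hepes, 0.01% Triton X-100, pH 7.0, preincubated 15 min at room temperature with compound. Reaction started with 40 uM arachidonic acid, 30 min at room temperature. Hydroperoxide measured by Fe-xylenol orange, 573/405 nm absorbance ratio.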
BLM helicase inh: qHTS Assay for Inhibitors of Bloom's syndrome helicase (BLM); Potency, µM (series often up to 56.1 µM), without a hit: at the top dose activity change, negative = inhibition, usual class: inhibitors; AID 2528, 2010; recombinant BLM DNA unwinding, fluorescence dequenching; hit rate 0.2% among 350,000;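 also: potency is read from the fitted curve at half-maximal effect; plate controls were vehicle for no effect and no enzyme for full effect; nearly all actives have a fitted effect of over 35% in size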
Pol iota inh: qHTS for Inhibitors of Polymerase Iota | Pol iota fluorescent replication assay, 10 min | Potency, µM (series often up to 115 µM), for the others: top-dose activity, negative = inhibition, most hits filed as inhibitors | hit rate 1% among 390,000; also: potency is read from the fitted curve at half-maximal effect
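Pol iota at 10 nM preincubated 15 min with compounds at room temperature; reaction started with fluorescent substrate, 50 nM final. Fluorescence read kinetically at 0 and 10 min; buffer-only wells as negative control.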
ERG Ets-DNA blk: qHTS for Small Molecule Inhibitors of the ERG Ets/DNA interaction; Transcriptional regulator ERG (Homo sapiens), P11308; hit rate 0.028% among 370,000; fluorescence polarization, His-ERG Ets domain / labelled DNA; Potency, µM (doses to about 76.9 µM), for the others: top-dose FP activity, negative = inhibition, actives largely listed as inhibitors; active = well fitted inhibition curve with a large enough effect in the polarisation, with a control signal flat; inconclusive = small, poorly fitted or top-dose-only effect, or effect the other way, or a change in a side signal; inactive = no such curve, though single readings can be large or run the other way; the % refers to the polarisation;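 also: polarization taken with two DNA probes labelled with fluorescein and Texas red; potency is read from the fitted curve at half-maximal effect; % of control where 0% means no effect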
Target sequence (P11308 whole entry, looked up, the tested form may be a part): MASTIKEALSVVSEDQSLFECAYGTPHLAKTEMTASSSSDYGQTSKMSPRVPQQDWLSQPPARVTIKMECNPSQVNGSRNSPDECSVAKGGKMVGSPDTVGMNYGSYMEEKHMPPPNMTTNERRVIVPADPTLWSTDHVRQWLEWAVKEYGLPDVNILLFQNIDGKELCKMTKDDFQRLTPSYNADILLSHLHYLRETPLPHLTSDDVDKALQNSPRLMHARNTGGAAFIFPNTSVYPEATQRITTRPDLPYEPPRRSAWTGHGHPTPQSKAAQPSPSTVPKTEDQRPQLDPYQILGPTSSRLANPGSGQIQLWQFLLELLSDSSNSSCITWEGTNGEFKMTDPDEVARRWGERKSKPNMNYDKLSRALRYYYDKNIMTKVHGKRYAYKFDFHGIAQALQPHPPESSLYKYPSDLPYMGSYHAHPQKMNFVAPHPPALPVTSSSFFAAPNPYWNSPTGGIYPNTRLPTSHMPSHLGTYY
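His-tagged ERG Ets domain (1 uM in the protein solution; 300mM KCl, 50mM Tris-HCl, 1mM EDTA, 1mM DTT, pH 7.5) received compound, then a probe mix of 5 nM fluorescein-DNA and 100nM Texas-615-DNA. Fluorescence polarization was read for both dyes.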
POLB inh: qHTS Assay for Inhibitors of DNA Polymerase Beta; P06746; Pol beta primer extension/strand displacement, fluorescence kinetic; Potency, µM (highest dose often 114 µM), without a hit: at the top dose activity change, negative = inhibition, hits mostly inhibitors; hit rate 1.3% among 340,000; AID 485314, 2010; also: potency is read from the fitted curve at half-maximal effect; % is scaled to controls: 0 for no effect and ±100 for the full control effect
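Preincubation: enzyme (10 nM) with compound, 15 min, RT. Reaction: substrate added to 50 nM final. Reads: 0 and 10 min. Analysis: normalized, Hill fit.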
TRHR agonist: qHTS for Small Molecule Agonists and Allosteric Enhancers of Human TRH Receptor: Primary Screen for Agonists; Thyrotropin-releasing hormone receptor (Homo sapiens), P34981; TRHR cells, calcium flux fluo-8, FDSS agonist mode; AID 493084, 2011; activation, % at 2 µM; hit rate 0.18% among 360,000; in the data active = activation above about 30%; also: 0% is about no effect
Target sequence (P34981 whole entry, looked up): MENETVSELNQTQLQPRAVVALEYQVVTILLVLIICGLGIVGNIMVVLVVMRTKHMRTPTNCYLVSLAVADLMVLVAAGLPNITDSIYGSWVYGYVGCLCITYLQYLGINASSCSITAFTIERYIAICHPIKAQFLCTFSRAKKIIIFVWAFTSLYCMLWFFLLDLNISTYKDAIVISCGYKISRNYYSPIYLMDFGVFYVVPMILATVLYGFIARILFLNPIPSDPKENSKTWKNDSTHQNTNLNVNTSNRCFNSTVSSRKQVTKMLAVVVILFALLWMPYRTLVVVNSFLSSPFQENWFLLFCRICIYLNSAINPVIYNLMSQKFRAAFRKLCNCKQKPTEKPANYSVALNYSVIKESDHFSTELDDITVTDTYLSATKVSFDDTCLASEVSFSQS
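TRHR-expressing cells loaded with fluo-8 calcium dye; 23 nL library compound pin-transferred, kinetic FDSS fluorescence (Ex 480/Em 530) recorded about 180 s for agonist-induced calcium release, before a 10 nM TRH EC20 addition for potentiator mode.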
* = called active by the depositor; ? = inconclusive; · = not tested or not shown; & = joins results of further samples; [ ] = remark or other dose. Unless noted, calls follow the shape of the dose curve; as a rule, active = well fitted curve in the direction sought with a large enough effect; inconclusive = small, poorly fitted or top-dose-only effect, or another doubt; inactive = no such curve, though single readings can be large; an effect the other way counts as inactive or inconclusive. Not all compounds are listed, so the mix of outcomes need not match the whole.

SMILES	APEX1 inh	Apoferritin bind	Pol kappa inh	12-LOX inh	BLM helicase inh	Pol iota inh	ERG Ets-DNA blk	POLB inh	TRHR agonist
COc1ccc(-c2noc(CCC(=O)NCc3cccnc3)n2)cc1	3%	-3%	-11%	-7%	-4%	1%	0%	13%	0.1
O=C(COC(=O)c1ccc[nH]c1=O)Nc1ccc(N2CCCCC2)cc1	17%	·	-7%	-29%	·	11%	9%	·	·
S=c1[nH]nc(COc2cccc(Cl)c2)n1Cc1ccccc1	-5%	-14%	-16%	-28%	-10%	-2%	-7%	?	-0.3
COc1cc(SC)ccc1C(=O)N1CCN(Cc2ccccc2)CC1	9%	-4%	-18%	-6%	-2%	19%	-14%	69%	0.7
Cc1cc(C)c(S(=O)(=O)c2ccc(Cl)cc2C)c(Cl)n1	-3%	-14%	1%	1%	-9%	103%[activator]	8%	2%	0.2
CCCN(C(=O)/C=C/c1nc2ccccc2s1)C1CCS(=O)(=O)C1 (stereo not given)	3%	·	-7%	-8%	·	-15%	1%	·	0.0
CCCCn1nc(C(=O)Nc2cc(C(F)(F)F)ccc2N2CCOCC2)ccc1=O	27%	·	-8%	5%	·	-16%	12%	·	-0.2
CC1CCCCC1NC(=O)COC(=O)Cc1ccc(Cl)cc1 (stereo not given)	20%	·	0%	88%[activator]	·	25%	2%	·	-0.6
COc1cccc(-c2c(C(=O)N/N=C/c3ccncc3)nnn2-c2nonc2N)c1	44%	0%	-1%	-6%	0%	46%[activator]	5%	35%	-0.4
Cn1cnc([N+](=O)[O-])c1Cl	-1%	9%	-7%	9%	1%	8%[58.9 µM]	-1%	27%	0.5
CC1(C)Nc2ccccc2C(=O)N1c1ccc(Br)cc1	·	·	-3%	-2%	·	-8%[58.9 µM]	9%	·	·
Cc1ccc(NC(=O)N2CCC(CN3CCCCCC3)CC2)c(Cl)c1	·	0%	-5%	?	-2%	16%	-2%	3%	-0.1
O=C(C1=NN(c2ccccc2)C2C(=O)N(c3cccc(Cl)c3)C(=O)C12)c1ccccc1 (stereo not given)	-4%	123%[activator]	-7%	-29%	-2%	116%[activator]	5%	0%	41*
Cc1ccc(/C=C(\C#N)C(=O)NC(C)c2ccccc2)o1 (stereo not given)	-8%	?	-3%	314%[activator]	-4%	4%	-2%	31%	0.6
Cc1ccc(OCC(=O)NCC2(N(C)C)CCCCC2)cc1C	·	13%	-1%	-12%	6%	23%	-3%	1%	1.2
Cc1ccc(S(=O)(=O)NCCCC(=O)O)cc1	3%	-3%	0%	-3%	-1%	35%[activator]	-3%	2%	0.4
Cc1ccccc1CSc1nnc(-c2ccco2)n1Cc1ccco1	-3%	?	-31%	?	-10%	?	2%	-14%	0.2
CCN(CC)C(=O)Cn1cc(S(=O)(=O)CC(=O)NC2CCCCC2)c2ccccc21	-8%	-6%	-24%	14%	0%	6%	-15%	-18%	-0.3
C#CC[N+](C)(C)CC#Cc1ccc(C)cc1	-2%	-7%	-5%	-9%	0%	-11%	-3%	90%	0.7
COc1cc(NS(=O)(=O)c2ccc(NC(C)=O)cc2)ncn1	1%	-1%	-6%	-2%	-2%	-10%	-1%	-2%	0.4

TRHR agonist, hit marks shown above
structure | APEX1 inh | Pol kappa inh | 12-LOX inh | BLM helicase inh | Pol iota inh | ERG Ets-DNA blk | TRHR agonist
O=C(C1=NN(c2ccccc2)C2C(=O)N(c3cccc(Cl)c3)C(=O)C12)c1ccccc1 (stereo not given) | -4% | -7% | -29% | -2% | 116%[activator] | 5% | 41*

Following part:
SMILES	APEX1 inh	Apoferritin bind	Pol kappa inh	12-LOX inh	BLM helicase inh	Pol iota inh	ERG Ets-DNA blk	POLB inh	TRHR agonist
O=C(O)c1cccn2c(=O)c3ccccc3nc12	-3%	36%[activator]	-4%	?	0%	12%	5%	4%	-0.2
O=C(Cc1c(F)cccc1Cl)NCCN1CCOCC1	-2%	4%	3%	6%	1%	-17%	19%	-7%	1.0
Cc1cc(C)c(OCC(=O)Nc2cccc(NC(=O)c3ccco3)c2)c(Br)c1	-4%	-11%	2%	-1%&7%	-11%	20%	3%	-19%	-0.3
CCS(=O)(=O)N1CCC2(CC1)OC(=O)C(C)=C2C(=O)NCc1ccc(OC)c(OC)c1	·	5%	-2%	-26%	1%	14%	-2%	3%	-0.1
CCOc1ccc(NC(=O)CCC(=O)NNC(=O)Nc2cccc(Cl)c2)cc1	-3%	-4%	-8%	0%	-5%	-1%	-4%	5%	0.1
CCN(CCS(=O)(=O)c1ccc(Cl)cc1)Cc1nc2ccccc2c(=O)[nH]1	0%	·	-3%	152%[activator]	·	24%	-5%	·	·
Cc1ccc2nc(SCC(=O)Nc3cccnc3Cl)[nH]c2c1	15%	·	-4%	-20%	·	28%	7%	·	-0.1
COc1ccc(-c2noc(C(=O)NCc3ccccc3Cl)n2)cc1OC	-2%	?	-2%[60.1 µM]	-16%	-1%	-15%	4%	-3%	0.4
CCOC(=O)N1CCN(CCC(=O)Nc2ccc(Br)cc2)CC1	2%	-7%	-7%	-12%	-1%	5%	0%	3%	-0.9
CCOC(=O)CCCNC(=O)CN1C(=O)NC(CCc2ccccc2)C1=O (stereo not given)	-5%	-12%	0%	1%	-1%	?	1%	-5%	-1.0
O=C(NC(Cc1c[nH]c2ccccc12)C(=O)Nc1ccc(F)cc1)c1cccs1 (stereo not given)	-3%	52%[activator]	-11%	-16%	-6%	12%	5%	-21%	-0.4
CCOc1cc(NC(=O)c2cccs2)c(OCC)cc1NC(=O)c1ccco1	1%	0%	-15%	0%	1%	5%	1%	35%	0.0
Cc1cccc(C)c1NC(=O)CN(C)C(=O)[C@H](C)NC(=O)c1ccco1	9%	·	-7%	420%[activator]	·	14%	5%	·	-0.3
CC(=O)c1cccc(NC(=O)c2sc3nc4n(c(=O)c3c2C)CCCC4)c1	10%	-1%	7%	-2%	1%	51%	0%	29%	0.6
CCc1ccc(C(=O)COC(=O)C(Cc2ccccc2)NC(=O)C2CCC(C)CC2)cc1 (stereo not given)	1%	-16%	-9%	-2%	-1%	27%	-4%	14%	1.6
O=C(Nc1ccccc1N1CCN(C(=O)c2ccccc2)CC1)c1ccc(Cl)cc1	?	-20%	-8%	-15%	-6%	31%[activator]	2%	10%	0.1
C[C@H](NC(=O)Cc1ccccc1)C(=O)N1CCC2(CC1)NCCc1[nH]cnc12	9%	6%	-5%	1%	-1%	0%	-4%	63%	0.9
CCN(C(=O)CN1CCCCCC1)c1c(N)n(Cc2ccccc2)c(=O)[nH]c1=O	42%[activator]	·	-16%	2%	·	10%	9%	·	·
O=[N+]([O-])c1cc(F)c2cccnc2c1O	-5%	6%	8%	-7%	?	12%	-1%	?	-1.0
CN(CC(=O)NCC1CCCCC1)CC(=O)Nc1ccccc1Br	1%	·	-7%	-4%	·	19%	-4%	·	-0.3
COc1ccc(OC)c(NC(=O)CC2C(=O)NCCN2C(=O)c2ccccc2)c1 (stereo not given)	50%[activator]	4%	-12%	-4%	0%	18%	1%	-25%	0.5
O=C(Cc1cccs1)N1CCN(c2ccccn2)CC1	-1%	-7%	2%	32%	0%	?	0%	3%	0.0
O=C(Cn1nnc2ccccc21)c1ccc([N+](=O)[O-])cc1	-5%	1%	6%	-8%	-5%	32%	3%	6%	-0.4
Cc1ccc(CCNC(=O)CCc2nc3ccccc3[nH]2)cc1	9%	1%	8%	-20%	2%	5%	-3%	1%	-0.4
COc1cccc(CNC(=O)C2CCCN(S(=O)(=O)c3c(C)noc3/C=C/N(C)C)C2)c1 (stereo not given)	5%	-9%	6%	-21%	-1%	4%	6%	19%	0.2
O=C(NC1CCSc2ccccc21)c1cc(S(=O)(=O)N2CCOCC2)ccc1Cl (stereo not given)	6%	·	3%	-13%	·	26%	-2%	·	0.6
O=C(CNC(=O)c1ccco1)OCC(=O)c1ccccc1Cl	5%	-17%	9%	-9%	-1%	1%	-4%	23%	0.1
Cc1[nH]c2ccccc2c1/C=C(\C#N)C(=O)NCc1ccccc1	?	116%[activator]	-13%	?	3%	5%	·	16%	0.9
COCCn1c(C)cc(C(=O)COC(=O)c2ccccc2Br)c1C	10%	-21%	2%	0%	-2%	11%	-6%	-1%	-0.2
O=C(CSCc1ccc(F)cc1)N1CCc2c([nH]c3ccccc23)C1c1ccc(F)cc1 (stereo not given)	·	1%	-13%[60.1 µM]	0%	-11%	9%	-5%	1%	0.4
C=CCc1cccc2cc(C(=O)Nc3cccc(C(=O)O)c3)c(=O)oc12	0%	0%	-11%	12%	-1%	?	3%	0%	0.3
CCN(CC)S(=O)(=O)c1ccc(C)c(NS(=O)(=O)c2cc(/C=C/C(=O)O)cc(OC)c2OC)c1	0%	-9%	-2%	-20%	1%	134%[activator]	1%	-1%	0.7
Cn1c(C(=O)NC2CC2)cc2c(=O)n(C)c3ccccc3c21	-4%	-12%	-7%	206%[activator]	-3%	-14%	3%	-1%	0.5
CCOC(=O)c1[nH]c(C)c(CCC(=O)Nc2cccc(SC)c2)c1C	·	61%[activator]	-6%[60.1 µM]	-19%	-7%	?	-9%	13%	-0.7
CCOC(=O)Cc1cnc(NC(=O)NC(C(=O)OCC)(c2ccccc2)C(F)(F)F)s1 (stereo not given)	-2%	-15%	-13%	?	-5%	-7%	6%	3%	-1.3
